# Screening data deposited in PubChem BioAssay by Broad Institute.
# PAX8 inh HTS: inhibitors of PAX8-driven TPO luciferase reporter, primary screen, RMG-I cells, single concentration. SteadyGlo, 24 h. inhibition, % at 12.6 µM. 360,000 compounds, 1.2% hits. AID 652154, 2013;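 active means mean replicate inhibition at least 60% with every replicate also reaching 60%; inconclusive means only one of the two criteria is met; inactive means mean below 60% and not all replicates reaching 60%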;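 further: luciferase light reporting Pax8 driven TPO promoter activity; plate controls were median of neutral control wells for no effect and mitoxantrone controls for full effect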
# Casp6 inh: human caspase-6 inhibitors, primary screen, biochemical, VEID-R110 fluorescence, single point, set 2. P55212. purified caspase-6, Z-VEID-R110 cleavage fluorescence. inhibition, % at 12.5 µM. 350,000 compounds, 0.53% hits. AID 686996, 2013;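 active means mean inhibition across replicates at least about 35%, with every replicate also reaching that limit, limit read from the data; inconclusive means only one of the two criteria met; inactive means neither criterion met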;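 further: 0% = median of neutral control wells and 100% = no fluorescence left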
# Target sequence (P55212 24-179 limits assumed): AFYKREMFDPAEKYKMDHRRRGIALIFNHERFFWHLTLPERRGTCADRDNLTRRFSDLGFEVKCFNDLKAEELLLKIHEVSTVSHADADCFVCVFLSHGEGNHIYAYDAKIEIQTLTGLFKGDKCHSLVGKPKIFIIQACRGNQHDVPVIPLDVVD
# Target sequence (P55212 194-293 limits assumed): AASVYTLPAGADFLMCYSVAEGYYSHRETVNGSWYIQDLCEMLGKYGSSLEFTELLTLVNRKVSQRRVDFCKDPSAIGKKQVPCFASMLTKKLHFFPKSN
# DENV2 CPE: inhibitors of DENV2 cytopathic effect, primary screen, cell-based, plate reader, single concentration. DENV2-infected cells, cytopathic effect rescue. CPE inhibition, % at 9.99 µM. 350,000 compounds, 1.7% hits; in the data active means CPE inhibition above about 20%, passing the limit was not always enough; inconclusive means no clear call, values can overlap the other calls; tested in BHK-21 cells;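 further: 0% = median of neutral control wells and 100% = median of positive control wells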
# LGR2 inh: inhibitors of bursicon-induced LGR2 CRE-luciferase signal, primary screen, cell-based, HEK293, CRE-luciferase reporter, bursicon stimulation; Drosophila bursicon receptor LGR2 (rickets); bursicon-stimulated, 4 h; inhibition, % at 9.99 µM; 380,000 compounds, 0.35% hits;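 active means drop in luminescence signal, shown as inhibition above about 50% in the replicate tests, limit read from the data, passing the limit was not always enough; inconclusive means probably only some replicates passing the limit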;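 further: agonist challenge used bursicon conditioned medium at about half maximal strength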
# EWS-Fli block: EWS/Fli-driven NR0B1 reporter inhibitors, primary screen, A673 cells, NR0B1 luciferase, luminescence, MLPCN library; viability-normalised; inhibition, % at 12.6 µM; 350,000 compounds, 0.67% hits; AID 651661, 2012;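 active means mean inhibition of at least 50% after viability correction, with every replicate also passing that limit; inconclusive means mean reaches 50% but only one of two replicates passes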;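 further: firefly luciferase signal divided by Alamar Blue viability fluorescence both relative to DMSO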
# ARNT TACC3 PPI: disruptors of ARNT/TACC3 protein interaction, primary screen, biochemical, AlphaScreen, single concentration; 390,000 compounds, 0.66% hits; AID 623870, 2012; Transforming acidic coiled-coil-containing protein 3 (Homo sapiens), Q9Y6A5; AlphaScreen His-ARNT PAS-B/GST-TACC3 binding, luminescence; TACC3 fragment carries E629A point mutation; inhibition, % at 9.99 µM;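 active means mean inhibition of replicates at least 50% and at least half of replicates each reaching 50%; inconclusive means half or more replicates reach 50% but mean below 50%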;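 further: 0% = complete ARNT plus TACC3 wells and 100% = ARNT alone without TACC3; many hits fall short of the cut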
# SIRT5 inh: SIRT5 desuccinylase inhibitors, primary screen, biochemical, fluorescence imaging, single point, set 5; NAD-dependent protein deacylase sirtuin-5, mitochondrial (Homo sapiens), Q9NXA8; Purified SirT5, succinyl-peptide AMC, trypsin-coupled fluorescence; inhibition, % at 15 µM; 330,000 compounds, 1.1% hits; AID 652115, 2013; in the data active means inhibition above about 15%; inconclusive means no clear call, values can overlap the other calls
# Target sequence (Q9NXA8 whole entry, looked up): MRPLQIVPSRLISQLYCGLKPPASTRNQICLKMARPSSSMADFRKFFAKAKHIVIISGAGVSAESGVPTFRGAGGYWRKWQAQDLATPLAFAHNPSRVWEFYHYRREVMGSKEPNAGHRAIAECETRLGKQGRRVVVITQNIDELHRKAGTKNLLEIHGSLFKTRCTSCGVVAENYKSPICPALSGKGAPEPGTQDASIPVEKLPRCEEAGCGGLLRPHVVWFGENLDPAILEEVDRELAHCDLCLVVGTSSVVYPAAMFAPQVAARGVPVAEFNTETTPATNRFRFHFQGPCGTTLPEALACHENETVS
# * hit, by the source's call; ? = inconclusive; nt = not tested or not shown.
Structure	PAX8 inh HTS	Casp6 inh	DENV2 CPE	LGR2 inh	EWS-Fli block	ARNT TACC3 PPI	SIRT5 inh
O=C(N[C@@H]1CC[C@@H](CCNC(=O)c2cnccn2)O[C@@H]1CO)c1ccc2c(c1)OCO2	3	1	-3	-5	-4	-4	0
C[C@@H]1CN([C@@H](C)CO)C(=O)c2cc(NC(=O)Nc3ccc(C(F)(F)F)cc3)ccc2O[C@@H](C)CCCCO[C@@H]1CN(C)C(=O)Nc1cccc2ccccc12	23	-3	-6	40	7	-13	-1
O=C(COc1ccccc1Cl)Nc1ccccc1C(=O)N1CCOCC1	-20	3	5	-13	-20	2	1
CCOc1ccc(OCCNC(=O)c2ccc3c(c2)nnn3CC)cc1	-7	2	18	nt	2	3	1
NC(=O)/C(=C/c1ccco1)NC(=O)c1ccc(Br)o1	9	9	nt	-10	nt	nt	-2
C/C=C/c1cnc2c(c1)C(=O)N([C@@H](C)CO)C[C@@H](C)[C@@H](CN(C)C(=O)NCCC)O2	nt	2	15	12	-13	0	-3
COc1cc(OC)cc(C(=O)NNC(=O)CCOc2ccccc2OC)c1	9	0	0	0	-4	-3	3
CC(C)(C)[S@](=O)N1Cc2cc(C(=O)N3CCc4ccccc4C3)nc(-c3cccc(-c4cccnc4)c3)c2[C@@H]1CCO	-19	3	-3	8	18	27	4
CCCNC(=O)N[C@H]1CC[C@H](CC(=O)N2CCN(C)CC2)O[C@@H]1CO	-13	-4	-2	-9	1	1	0
CN1CCN(C(=O)c2ccc(Cl)c(S(=O)(=O)N3CCCCCC3)c2)CC1	3	0	1	nt	4	-5	0
O=C(Nc1ccc(Cl)c(-c2nc3ccccc3[nH]2)c1)c1ccc2c(c1)OCO2	5	nt	nt	-20	-6	-5	nt
CC(C)C[C@@H](CN)NC(=O)c1nc[nH]c1C(=O)N[C@@H](CC(C)C)C(=O)CNC[C@H](C)NC(=O)c1nc[nH]c1C(=O)N[C@@H](C)C(=O)O	-2	2	17	0	-3	-3	nt
Fc1cccc(CCN2CCNC[C@@H]2Cc2ccccc2)c1	-6	-1	-5	nt	-4	-4	0
C[C@H]1CN([C@@H](C)CO)C(=O)c2cc(C#CCN(C)C)cnc2O[C@@H]1CN(C)Cc1ccc(-c2ccccc2)cc1	nt	1	6	14	23	7	-6
O=C(O)c1nn(CC(=O)N2CCN(c3ncc(C(F)(F)F)cc3Cl)CC2)c(=O)c2ccccc12	8	2	1	-20	-7	-1	-4
O=C1CN(S(=O)(=O)Cc2ccccc2)C[C@@H]2[C@@H](c3ccc(C#Cc4ccc(F)cc4)cc3)[C@H](CO)N12	53	-2	-5	-27	-6	nt	9
Cc1ccc(CNC(=O)C(c2ccccc2)c2ccccc2)cc1	15	-4	1	-16	11	-3	-2
CC(=O)N1CCc2cc(S(=O)(=O)N3CCCCCC3)ccc21	2	-3	-5	0	nt	2	-1
CCCCN1C(=O)C(CC(=O)NCCN2CCOCC2)CC(C(=O)N(C(C)C)C(C)C)=C1C (stereo unspecified)	-6	1	-8	-4	-14	nt	-4
CC(Sc1nnnn1-c1ccc(O)cc1)c1nc2ccccc2c(=O)[nH]1 (stereo unspecified)	1	0	2	-4	6	3	-2
Cc1cc(OCC(=O)NCCCN2CCOCC2)c2c(C)c(C)c(=O)oc2c1	-6	1	1	10	13	2	-13
COCCNS(=O)(=O)c1ccc(C2CNC(=O)C2)cc1 (stereo unspecified)	6	-1	-6	-3	1	nt	nt
CN1C(=O)c2cc(NC(=O)NC3CCCC3)ccc2OC[C@@H]2O[C@H](CC(=O)NCC3CC3)CC[C@H]21	-9	0	0	13	4	0	-3
COc1ccc(Cc2ccc(OC)c(N)c2)cc1N	nt	-2	0	-4	7	2	-4
Cc1ccc(C)c(OCCCN2CCNCC2)c1	15	-6	1	-4	-8	2	-3
CCCN1Cc2cccc(C(=O)Nc3ccc(OC)c(OC)c3)c2C1=O	-6	2	-5	2	-15	0	-3
O=C(Nc1ccccc1Cl)C1C2CCCCC21 (stereo unspecified)	-40	2	9	3	-26	-4	1
CC(=O)Nc1ccc(/C(C)=N/NC(=O)c2ccc(CN3CCOCC3)cc2)cc1	-24	-5	-4	-43	-6	nt	35*
COCC(=O)N1[C@H](C#N)[C@@H](c2ccccc2-c2ccccc2)[C@@H]1CO	0	-3	-6	-4	2	nt	0
CC1(C)CC(NC(=O)N2c3ccccc3Sc3ccccc32)CC(C)(C)N1	14	1	-1	2	-1	-2	-1
Cc1ccc(C(=O)NCC(=O)OCC(=O)Nc2ccc(Cl)cn2)cc1	12	-1	8	-3	-2	17	-9
C[C@@H]1CN([C@@H](C)CO)C(=O)c2cc(NC(=O)CCC(F)(F)F)ccc2O[C@@H](C)CCCCO[C@@H]1CN(C)Cc1ccccc1	-21	nt	nt	8	-2	nt	nt
COc1ccc(S(=O)(=O)Nc2ccc3c(c2)C(=O)N([C@@H](C)CO)C[C@H](C)[C@@H](CN(C)C(=O)Nc2ccc(C(F)(F)F)cc2)O3)cc1	nt	0	-3	2	-7	1	5
Cc1ccccc1S(=O)(=O)N1C[C@@H](O)COC[C@@H]2O[C@H](CC(=O)NCCc3ccccc3)CC[C@H]21	-5	5	-2	-3	1	-4	-4
COC(CNC(=O)c1ccc(-n2c(=S)[nH]c3ccccc3c2=O)cc1)OC	-14	-5	-7	18	3	12	-1
O=c1cc(CN2CCCC2)c2c(ccc3ccccc32)o1	40	-5	1	-6	-3	nt	-2
COc1cc(C(C(=O)NC2CCCCC2)N(CCN2CCOCC2)C(=O)C2COc3ccccc3O2)cc(OC)c1OC (stereo unspecified)	-7	0	6	27	8	1	-3
N#Cc1cn(Cc2ccco2)c(=O)[nH]c1=O	-10	-2	5	3	6	-7	-5
CCCS(=O)(=O)N1CCCC(C(=O)NCCCN2CCN(c3ccc(F)cc3)CC2)C1 (stereo unspecified)	nt	-6	nt	-19	nt	-5	-2
Cc1c(Cl)cccc1NC(=S)N1CCC(N(C)CC2CCCO2)CC1 (stereo unspecified)	-28	-12	1	9	1	20	0
CCN(CC(=O)Nc1c(F)cccc1F)C(=O)c1ccc2c(c1)S(=O)(=O)N=C1CCCCCN12	1	1	-8	7	3	2	-2
CC(C)(C)c1cc(NC(=O)C2(C)CCN2C(=O)c2ccccc2CCc2ccccc2)no1 (stereo unspecified)	12	-3	7	-1	8	nt	-3
CC1CCCN(S(=O)(=O)c2ccc(C(=O)Nc3sc4c(c3C(N)=O)CCN(C)C4)cc2)C1 (stereo unspecified)	19	2	-3	-2	56*	nt	13
COc1ccc(C(=O)CSc2nnc(CNc3ccc(F)cc3)o2)cc1	-11	-3	nt	14	-6	-1	-6
O=C(O)c1ccc(Nc2ccc([N+](=O)[O-])c3nonc23)cc1	17	14	4	1	-97	1	5
CC(=O)Nc1sc(N/N=C/c2ccc(N(C)C)cc2)nc1-c1ccc(C)cc1	-85	-4	-1	-90	-21	nt	-5
Cc1ccc(S(=O)(=O)N2CC(C(=O)O)Oc3ccccc32)cc1 (stereo unspecified)	-13	-1	0	-17	2	-5	-1
COc1ccc(NC(=O)C2CCN(S(=O)(=O)c3ccc4[nH]c(=O)oc4c3)CC2)c(OC)c1	nt	1	nt	-16	nt	9	-1
COc1ccc(S(=O)(=O)N(C)C[C@H]2OCCCC[C@H](C)Oc3ccc(NC(=O)Nc4cccc5ccccc45)cc3C(=O)N([C@H](C)CO)C[C@H]2C)cc1	6	1	0	6	3	nt	6
C[C@@H]1CN([C@@H](C)CO)C(=O)c2cccc(NS(=O)(=O)c3ccccc3)c2O[C@@H]1CN(C)C(=O)Nc1ccccc1	10	-1	1	-4	-9	2	0
CNS(=O)(=O)c1cccc(C(=O)NCC(c2ccco2)N(C)C)c1 (stereo unspecified)	7	5	-1	4	-1	-1	0
O=C(c1ccco1)N1N=C(C2CCCCC2)CC1(O)C(F)(F)F (stereo unspecified)	-6	6	7	-13	-11	-4	-8
Cc1cc(C(=O)O)ccc1-c1ccc(/C=N/n2cnnc2)o1	16	0	4	-4	-5	11	5
C[C@@H]1CN([C@@H](C)CO)C(=O)c2cc(NS(C)(=O)=O)ccc2O[C@@H](C)CCCCO[C@@H]1CN(C)C(=O)Nc1ccc2c(c1)OCO2	nt	2	11	nt	-11	6	-4
CN(Cc1ccco1)C(=O)[C@H](Cc1ccccc1)NC(=O)CC[C@H]1O[C@@H](n2ccc(=O)[nH]c2=O)[C@H](O)[C@@H]1O	-20	1	-2	0	-6	nt	nt
CN(C)CC(=O)N[C@@H]1CC[C@H](CCNC(=O)C2CCC2)O[C@@H]1CO	-6	0	-5	-15	7	nt	5
COc1ccc(NC(=O)Nc2ccc3c(c2)CC(=O)N([C@H](C)CO)C[C@H](C)[C@H](CN(C)C(=O)NC(C)C)O3)cc1	-17	-2	-11	4	-1	4	5
Cc1cccc(N(C(=O)c2snc(C(N)=O)c2N)C(C(=O)NCC2CCCO2)c2c[nH]c3ccccc23)c1 (stereo unspecified)	23	2	-1	-4	4	0	-1
COc1cc(CC(NC(C)=O)C(=O)NC2CCN(C(=O)C3CC3)CC2)cc(OC)c1 (stereo unspecified)	9	5	0	1	12	-1	-3
Cc1ccc(S(=O)(=O)N2C[C@@H](C)[C@]3(C2)[C@H](O)[C@H](OC(=O)NCc2ccccc2)C[C@H]2C(=O)N(c4ccccc4)C(=O)[C@H]23)cc1	-6	-1	31*	23	4	nt	0

# (cont.)
Structure	PAX8 inh HTS	Casp6 inh	DENV2 CPE	LGR2 inh	EWS-Fli block	ARNT TACC3 PPI	SIRT5 inh
CC(=O)Nc1ccc(S(=O)(=O)Nc2cccc(-c3ccc4nncn4n3)c2)cc1	1	6	9	15	-8	0	2
C[C@@H]1CN([C@H](C)CO)C(=O)c2c(c3ccccc3n2C)-c2ccccc2CO[C@H]1CN(C)Cc1cccc2c1OCCCO2	24	-1	-9	5	9	nt	23*
O=C(C[C@H]1C[C@H]2c3cc(NC(=O)CC4CC4)ccc3O[C@H]2[C@@H](CO)O1)NCCN1CCCCC1	-21	0	?	-21	-9	-2	2
COc1cccc(CNC(=O)C2CC(=O)N(c3ccc4c(c3)OCCO4)C2)c1 (stereo unspecified)	-2	3	4	-2	3	-3	1
Cc1ccc(NC(=O)CCC(=O)NNS(=O)(=O)c2ccccc2)cc1C	24	nt	nt	-12	nt	0	nt
C[C@]12CCC(O)CC1CCC1C2CC[C@]2(C)C(c3cc(C(F)(F)F)n[nH]3)CCC12 (stereo partly specified)	5	-4	-1	7	11	-29	-4
Cc1c(Cl)cccc1NC(=O)CSC(C)c1nc2ccccc2c(=O)[nH]1 (stereo unspecified)	9	-2	4	8	-1	-6	-2
CCOC(=O)C1=C(C(=O)OCC)N(Cc2ccccc2)CCC1=O	-4	-3	3	-38	-11	-1	nt
COc1ccc(OC)c2sc(N(CCN(C)C)C(=O)c3cc(Cl)sc3Cl)nc12	1	-3	-1	9	-2	8	-3
CSc1sc(C(=O)NNC(C)=O)c2c1C=CCC2	11	4	-3	nt	10	nt	-2
CCOC(=O)N1CCC(NS(=O)(=O)c2ccc(C#N)cc2)CC1	-13	0	47*	7	-4	3	nt
